# Compound activity as filed in PubChem.
# aSyn UTR inh = MLPCN primary screen, SNCA 5' untranslated region | hit rate 0.82% among 300,000 | alpha-synuclein 5'UTR reporter, inhibitor activity | inhibition, % (tested at 7.5 µM); in the data active = inhibition above about 60%; inconclusive = no clear call, values can overlap the other calls;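 note: H4 neuroglioblastoma cells stably carrying SNCA 5'UTR luciferase fusion; 0% = DMSO wells and 100% = positive control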
# AI-2 QS mod = modulates the Vibrio harveyi AI-2 quorum sensing system; activity change, % at 7.5 µM; Vibrio harveyi JMH597 AI-2 luminescence/OD600 ratio, 9 h; stronger effect = lower value; strain lacks LuxN and CqsS sensors; 0 = neutral-control median; AID 2094; hit rate 0.4% among 300,000; in the data active = activity change below about -75%, passing the limit was not always enough; inconclusive = no clear call, values can overlap the other calls;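 note: luminescence divided by OD600 gain over 9 h not by final OD600 alone; inactives centre near 13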
# HSF1 activator = increases HSF-1 driven luciferase reporter signal | hit rate 1.7% among 300,000 | activation, % at 9 µM | NIH3T3-HGL HSF-1 luciferase reporter, MG132, 8 h; 100% = twice DMSO control signal;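 active = mean replicate activation of at least 50% with a set share of replicates each reaching 50%; inconclusive = only one of those two conditions met; inactive = mean below 50% and too few replicates reaching it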;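 note: 0% = median of the neutral control wells and 100% = twice that signal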
# HSP90 inh = blocks HSP90-mediated luciferase refolding in reticulocyte lysate; Rabbit reticulocyte lysate, luciferase refolding luminescence, 3 h; inhibition, % at 5.6 µM; hit rate 0.91% among 290,000;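 active = inhibition above the screen-wide mean plus 3 SD, computed separately per campaign, cut at about 16% in these data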;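 note: 0% = DMSO wells and 100% = 60 µM geldanamycin wells; inhibitors lower the luminescence because luciferase stays unfolded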
# IEC-6 tox = kills IEC-6 intestinal cells in KLF5 counter-screen; inhibition, % at 5 µM; IEC-6 cytotoxicity, luminescence viability; hit rate 0.78% among 290,000; in the data active = inhibition above about 22%;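 note: 0% = plate median of test compound wells and 100% = cytotoxic reference compound wells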
# KLF5 inh = suppresses KLF5 promoter-driven expression; DLD-1 KLF5 promoter-luciferase reporter, luminescence; inhibition, % at 5 µM; hit rate 0.23% among 290,000; AID 1700;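 active = inhibition above a per-plate limit of that plate's mean compound inhibition plus 3 SD, cut at about 60% in these data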;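 note: 0% = DMSO wells and 100% = LY294002 at 200 µM; higher means less KLF5 promoter-driven luciferase light; inactives centre near -14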
# GSK3 alpha inh = human GSK-3 alpha kinase inhibition; P49840; ADP-Glo luminescence, 60 min; inhibition, % at 10 µM; hit rate 0.1% among 320,000; AID 2650;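 in the data active = inhibition above about 50%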;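 note: GST-tagged GSK-3 alpha with peptide substrate and 25 µM ATP; 0% = DMSO neutral wells and 100% = GW8510 positive control wells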
# Target sequence (P49840 whole entry, looked up): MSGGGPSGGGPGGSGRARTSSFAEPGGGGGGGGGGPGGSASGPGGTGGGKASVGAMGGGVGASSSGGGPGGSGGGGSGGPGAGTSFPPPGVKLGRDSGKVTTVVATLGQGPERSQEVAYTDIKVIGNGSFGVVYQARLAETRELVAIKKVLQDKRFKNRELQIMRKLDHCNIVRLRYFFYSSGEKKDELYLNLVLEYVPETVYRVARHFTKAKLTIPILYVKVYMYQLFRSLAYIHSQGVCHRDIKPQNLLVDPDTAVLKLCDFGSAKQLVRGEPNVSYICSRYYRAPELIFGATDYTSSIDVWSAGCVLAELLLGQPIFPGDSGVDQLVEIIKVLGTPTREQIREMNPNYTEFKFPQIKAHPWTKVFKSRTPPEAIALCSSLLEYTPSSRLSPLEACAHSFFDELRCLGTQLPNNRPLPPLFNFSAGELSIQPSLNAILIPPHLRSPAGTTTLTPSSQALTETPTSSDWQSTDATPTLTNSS
# HIF activator = HIF pathway transcriptional activation; hit rate 0.32% among 300,000; U2OS HRE-luciferase reporter, luminescence; normalized: DMSO 0%, desferrioxamine 100%; activation, % at 7.5 µM (by protocol); AID 1910;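 active = mean activation of at least 10% of the iron chelator positive control signal, with at least half of replicates also reaching 10%; inconclusive = mean and replicate majority disagree about reaching 10%; inactive = mean and most replicates under 10%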
# GSK3beta inhib = inhibitors of human GSK3beta kinase; hit rate 0.038% among 300,000; P49841; AID 2097; GST-GSK3beta kinase, ADP-Glo luminescence, 60 min; stronger effect = lower value; activity score (negative = inhibition), % at 10 µM;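 active = more than half of replicate wells score below -50%, meaning over 50% inhibition versus plate controls; inconclusive = some replicates but at most half score below -50%; inactive = no replicate scores below -50%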;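 note: 0% = median DMSO wells and -100% = median GW8510 positive control wells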
# Target sequence (P49841 whole entry, looked up): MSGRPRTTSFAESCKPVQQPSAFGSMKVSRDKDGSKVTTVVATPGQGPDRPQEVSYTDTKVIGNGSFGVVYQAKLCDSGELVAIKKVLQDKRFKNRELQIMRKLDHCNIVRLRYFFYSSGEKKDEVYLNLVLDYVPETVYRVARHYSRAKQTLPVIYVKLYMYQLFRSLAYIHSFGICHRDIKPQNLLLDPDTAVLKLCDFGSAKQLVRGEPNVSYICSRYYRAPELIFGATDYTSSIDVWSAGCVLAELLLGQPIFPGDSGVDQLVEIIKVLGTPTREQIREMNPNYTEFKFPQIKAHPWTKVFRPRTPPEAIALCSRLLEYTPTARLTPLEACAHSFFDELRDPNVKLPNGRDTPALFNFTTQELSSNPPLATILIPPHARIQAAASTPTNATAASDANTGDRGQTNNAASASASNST
#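 Assay system: GST-fused GSK3beta enzyme, cell-free / Medium: Tris pH 7.5 buffer with MgCl2, DTT, BSA, heparin / Also added: peptide substrate plus 25 µM ATP (final) / Compound: 10 µM single point / Timing: kinase reaction with compound 60 min at room temperature / Detection: ADP-Glo luminescence / Benchmarks: DMSO neutral wells and GW8510 at 20 µM as positive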
# HSF1 inh = HSF1 inhibition; hit rate 0.77% among 300,000; activity change, negative = inhibition, % at 7.5 µM (by protocol); NIH3T3-HGL HSE-luciferase, MG132-induced, luminescence 8 h; stronger effect = lower value; AID 2098;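 active = more than half of replicate wells show activity change below -50%, luminescence cut by over half; inconclusive = some wells, but at most half, below -50%; inactive = no replicate well below -50%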;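 note: luciferase reports HSF-1 transcriptional activity via heat shock element; 0% = median of DMSO wells and -100% = zero luminescence signal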
# * marks the source's active call; other numbers are inactive results; ? = inconclusive; nt = not tested or not shown.
SMILES,aSyn UTR inh,AI-2 QS mod,HSF1 activator,HSP90 inh,IEC-6 tox,KLF5 inh,GSK3 alpha inh,HIF activator,GSK3beta inhib,HSF1 inh
COc1cccc(N2CCN(Cc3nnnn3C3CCCCC3)CC2)c1,3.4,6.5,-67.5,1.3,-3.3,-37.6,1.4,-0.1,1.0,-60.3*
O=C(O)CC(c1ccc(Cl)cc1)N1Cc2ccccc2C1=O (stereo unspecified),3.1,10.3,-3.1,3.3,3.7,-26.7,1.9,0.5,3.5,-1.8
CC(=N\Nc1ccc(Cl)cc1)/C(=N/O)C(=O)Nc1ccccc1,7.8,-8.8,3.2,-1.2,7.3,-0.7,-3.3,0.2,0.3,7.0
CCn1c(C)c(C)c2cc(C(=O)Nc3cccc(Cl)c3)ccc21,-117.4,31.4,42.7,-0.2,-1.0,-63.7,6.6,2.7,-0.9,22.6
Cc1cc(NC(=O)Cn2c(=O)n(Cc3ccccc3)c(=O)c3ccccc32)no1,-1.4,7.6,30.9,1.6,6.2,-13.1,-0.8,-0.1,-5.3,-3.1
CC1(C)NC(=O)N(CCOCCOc2ccc3ccccc3c2Br)C1=O,-39.5,27.5,47.2,-3.4,0.6,-63.0,-1.4,0.7,1.6,22.0
COc1ccc(Cl)cc1NC(=O)C/C(C)=N/NC(=O)CC#N,11.9,-1.3,2.7,-0.2,0.0,-16.4,-2.5,1.5,-0.4,5.2
CCOC(=O)C1(Cc2cccc(OC)c2)CCCN(Cc2cc(OC)c(O)c(OC)c2)C1 (stereo unspecified),9.7,23.9,0.1,-2.8,-4.4,-7.6,-3.7,-3.0,0.2,1.6
COc1ccc(C2(C)NC(=O)N(CC(=O)Nc3ccc(Br)cc3F)C2=O)cc1OC (stereo unspecified),22.2,4.4,-1.9,-0.2,-5.6,14.5,4.3,-0.4,-0.9,1.8
CC(=O)Nc1cccc(C(=O)OCC(=O)NNC(=O)c2ccc([N+](=O)[O-])cc2)c1,-5.0,43.2,33.9,nt,nt,nt,-1.5,-0.1,0.5,5.9
N/C(=N\OC(=O)c1cc(-c2ccccc2)nc2ccccc12)c1ccccn1,-2.0,9.2,-1.6,8.1,0.5,-6.3,-0.5,0.0,-4.3,5.3
O=C1Nc2ccccc2C12Nc1ccccc1S2 (stereo unspecified),-83.2,24.6,26.0,2.4,6.0,-24.6,-3.3,2.1,1.0,9.9
Cc1c(NC(=O)Nc2ccc(F)cc2F)c(=O)n(-c2ccccc2)n1C,-2.3,14.0,-1.2,0.4,-4.0,-16.7,3.6,-0.2,-0.8,-6.6
O=C(Cc1csc(NC(=O)c2ccc(F)cc2)n1)NO,3.2,4.6,-24.0,0.7,-1.5,-20.0,-0.6,0.8,-5.4,-9.3
COCCN(CCOC)C(=O)c1ccc(NS(=O)(=O)c2ccc3[nH]c(=O)[nH]c3c2)cc1,-6.3,23.8,33.9,1.8,4.7,-4.8,4.9,-1.2,0.5,-2.0
CSc1nnc(-c2ccccc2)o1,-14.3,?,15.3,-5.7,-3.9,-2.1,0.9,0.5,1.2,-2.1
COc1ccc(-c2csc(N3CCN(Cc4ccc5c(c4)OCO5)CC3)n2)cc1,11.2,4.3,2.1,-0.4,-1.0,-9.3,-1.7,0.0,-2.0,5.6
CN(Cc1cccs1)C(=O)Cn1cnc2ccccc2c1=O,-2.4,2.9,-18.8,1.4,-4.0,-21.3,-3.1,-0.2,0.6,0.2
COc1ccc(/C=C2\N=C(c3ccccc3)NNC2=O)cc1,24.8,24.1,-7.0,2.1,-1.0,-10.4,-1.2,0.0,2.5,1.4
CCC(c1nnnn1Cc1ccc(OC)cc1)N(CCCO)Cc1cc2cc3c(cc2[nH]c1=O)OCO3 (stereo unspecified),-8.3,12.3,33.7,0.8,-4.7,-8.0,1.4,0.7,3.3,4.0
Cc1cc(C)nc(N(C#N)CCOc2ccccc2)n1,11.3,-1.5,-5.0,0.9,-1.4,-11.2,-0.4,1.2,3.7,10.8
S=C(Nc1ccc2nccnc2c1)N1CCCC1,-86.7,5.0,22.5,1.6,11.5,-40.7,6.0,1.9,3.8,21.1
O=C(CN1C(=O)C2C3C=CC(C3)C2C1=O)Nc1ccc(F)cc1 (stereo unspecified),0.9,0.9,12.3,2.7,3.8,-18.1,nt,0.0,-0.7,-7.9
Cc1cc(=O)[nH]c(Cc2ccc(OC(C)C)cc2)n1,27.9,13.4,-15.8,2.9,4.5,-17.3,1.1,nt,-1.6,-4.5
O=C1/C(=C/c2ccc(F)cc2)Oc2cc(OC(=O)N3CCOCC3)ccc21,-39.6,-5.3,?,-1.9,-7.6,-10.1,-0.9,-0.1,0.5,18.1
SMILES,aSyn UTR inh,AI-2 QS mod,HSF1 activator,HSP90 inh,IEC-6 tox,KLF5 inh,GSK3 alpha inh,HIF activator,GSK3beta inhib,HSF1 inh
C/C(N)=C(/C#N)C(=O)COC(=O)Cc1coc2ccc3ccccc3c12,-4.7,29.8,13.0,1.1,3.9,-45.4,0.3,-0.6,-24.3,0.7
CCCOc1ccc(-c2c(=O)n(O)c3ccccc3[n+]2[O-])cc1,-176.4,7.8,43.8,-2.6,6.4,-93.3,-1.7,5.0,0.7,40.6
Cc1ccsc1/C=N/NC(=O)c1cc(-c2ccncc2)nc2ccccc12,67.4*,1.5,-14.3,-6.4,72.4*,61.2,-3.0,1.1,-0.4,-10.4
COc1ccc(NC(=S)Nc2cccc(Cl)c2)cc1OC,1.0,-9.3,14.9,0.7,5.6,-37.2,0.1,0.5,-1.9,5.9
CCCCOc1ccc(C(=O)NCC(=O)NCc2ccccn2)cc1,-6.8,-60.5,2.6,nt,nt,nt,0.1,1.3,7.0,-8.9
Cn1c(=O)c2c(nc(NCc3ccccc3)n2CC(N)=O)n(C)c1=O,-5.8,12.9,-22.1,3.9,-2.7,4.1,-1.8,-0.5,-1.6,-4.9
Cc1ccccc1OCCSc1nnc(-c2ccncc2)n1C,17.6,7.1,-2.1,-6.7,4.2,-20.0,nt,0.1,0.2,-3.6
O=C(CCNS(=O)(=O)c1ccc(Cl)cc1)NCc1cccs1,4.8,13.3,1.2,1.8,-4.6,-29.4,-0.6,0.0,-0.1,-4.8
CCOC(=O)c1ccccc1NC(=S)N1CC(C)CC(C)C1 (stereo unspecified),14.7,2.4,7.7,5.5,8.2,-17.2,-2.9,-0.4,0.8,-2.1
C/C(NC1CCCC1)=C(/C#N)C(N)=O,7.4,11.3,4.9,-1.3,1.0,1.1,18.3,0.0,3.0,0.5
CC(=O)Oc1ccc(OC(C)=O)c2c1CC(C)=C(C)C2,1.8,13.0,10.6,7.4,-0.7,-18.5,0.7,-0.4,-1.6,5.6
NS(=O)(=O)c1ccc(CNC(=O)CNC(=O)c2ccc(F)cc2)cc1,9.6,-5.4,-0.1,2.2,3.6,1.6,-0.2,0.9,-1.0,-2.4
CCCc1cc(=O)oc2cc(C)cc(OCC(=O)NCc3ccccn3)c12,7.1,14.6,0.1,-2.6,3.2,-25.3,-0.9,0.0,-3.7,3.7
Fc1ccc(C2c3[nH]c4ccccc4c3CCN2Cc2cccn2-c2ncccn2)cc1 (stereo unspecified),57.1,29.8,-1.8,2.0,16.7,-1.6,4.3,-0.5,2.1,3.3
COc1ccc(CC(=O)Nc2cccc3c2CCCC3)cc1,8.2,-8.5,23.4,8.0,3.6,-3.4,5.0,-0.6,0.9,2.8
CCc1cc(C(=O)c2ccc(OC)cc2)c(N)s1,12.3,-7.3,59.0*,-0.4,-9.8,-9.3,3.8,-0.2,-2.2,30.5
Cc1ccc(-n2c(=O)c3sccc3n(CC(=O)NCC3CCCO3)c2=O)cc1F (stereo unspecified),2.2,3.2,2.2,-2.8,-5.3,-10.6,0.6,-0.1,-0.4,-3.9
Cc1ccc(OCC(=O)Nc2ccccc2-c2ccccc2)cc1,-8.6,13.3,-11.1,-2.9,-7.2,-21.3,-2.5,-0.2,1.0,3.5
S=C(NCc1ccco1)Nc1ccc(Br)cc1Cl,-141.0,7.4,199.1*,-5.8,1.5,-33.6,0.3,1.8,-0.6,166.6
CN1C(=O)NC(c2ccc(O)cc2)C2=C1CN(c1cccc3ccccc13)C2=O (stereo unspecified),7.9,17.3,-12.2,2.1,1.7,-16.4,-0.8,0.2,-0.5,-9.9
CCC(C)(C)C1CCc2nc3ccccc3c(C(=O)OC(C)C(=O)Nc3c(C)n(C)n(-c4ccccc4)c3=O)c2C1 (stereo unspecified),29.0,-1.5,-3.6,-5.1,-5.0,-7.1,0.3,-0.2,0.2,5.1
O=C(COC(=O)CN1C(=O)c2ccccc2C1=O)Nc1ncc(Cl)cc1Cl,14.5,32.2,-14.8,2.1,-7.4,29.0,4.7,-0.1,-1.2,2.4
C/C(=N\NC(=O)Cc1cccc2ccccc12)c1ccncc1,1.7,28.5,-9.1,-2.2,-3.6,-20.4,-0.5,-0.2,0.6,0.4
O=C(CCN1C(=O)S/C(=C\c2ccc(F)cc2)C1=O)Nc1ccc(C(=O)O)c(O)c1,21.3,16.4,-1.4,-8.7,-8.1,-29.8,-2.9,29.6*,4.1,-3.1
CCOC(=O)c1cc(-c2csc(COc3ccc(Cl)cc3)n2)on1,3.7,-1.2,-2.2,0.8,1.0,-4.9,-2.0,-0.3,3.2,4.2
Fc1cccc(Cl)c1CNn1cn[nH]c1=S,-10.1,1.1,1.8,2.6,0.2,-8.6,3.4,0.2,-0.1,2.9
CN(Cc1ccccc1)c1ccc(S(=O)(=O)N2CCOCC2)cn1,11.8,18.1,-6.3,4.0,-3.5,-35.1,-0.7,-0.2,-1.6,-9.0

# Part of the list above, reformatted.
SMILES	aSyn UTR inh	AI-2 QS mod	HSF1 activator	HSP90 inh	IEC-6 tox	KLF5 inh	GSK3 alpha inh	HIF activator	GSK3beta inhib	HSF1 inh
S=C(NCc1ccco1)Nc1ccc(Br)cc1Cl	-141.0	7.4	199.1*	-5.8	1.5	-33.6	0.3	1.8	-0.6	166.6
CN1C(=O)NC(c2ccc(O)cc2)C2=C1CN(c1cccc3ccccc13)C2=O (stereo unspecified)	7.9	17.3	-12.2	2.1	1.7	-16.4	-0.8	0.2	-0.5	-9.9
CCC(C)(C)C1CCc2nc3ccccc3c(C(=O)OC(C)C(=O)Nc3c(C)n(C)n(-c4ccccc4)c3=O)c2C1 (stereo unspecified)	29.0	-1.5	-3.6	-5.1	-5.0	-7.1	0.3	-0.2	0.2	5.1
O=C(COC(=O)CN1C(=O)c2ccccc2C1=O)Nc1ncc(Cl)cc1Cl	14.5	32.2	-14.8	2.1	-7.4	29.0	4.7	-0.1	-1.2	2.4
C/C(=N\NC(=O)Cc1cccc2ccccc12)c1ccncc1	1.7	28.5	-9.1	-2.2	-3.6	-20.4	-0.5	-0.2	0.6	0.4
O=C(CCN1C(=O)S/C(=C\c2ccc(F)cc2)C1=O)Nc1ccc(C(=O)O)c(O)c1	21.3	16.4	-1.4	-8.7	-8.1	-29.8	-2.9	29.6*	4.1	-3.1
